# Pol III holo inh – DNA polymerase III holoenzyme inhibition; reconstituted DNA polymerase III holoenzyme replication, biochemical; Potency, µM (highest dose often 57.1 µM), without a hit: top-dose activity change, negative = inhibition; 71,000 compounds, 0.25% hits; further: potency means the concentration at half of the fitted maximal effect; on the % scale 0 is the no-effect control and ±100 the full control effect
#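 Reconstituted *E. coli* holoenzyme (0.35 nM Pol III, 1 nM beta, 154 nM SSB, 2 nM primase) was preincubated with compound for 15 min at RT. Synthesis on 1.4 nM ssM13Gori ran 35 min, then was stopped with PicoGreen/EDTA and read as dsDNA fluorescence.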
# 15-hLO inh – blocks human 15-lipoxygenase activity; P16050; purified 15hLO-1, xylenol orange hydroperoxide absorbance; Potency, µM (series often up to 57.1 µM), for inactives: at the highest dose activity change, negative = inhibition, most hits filed as inhibitors; 74,000 compounds, 1.4% hits; AID 887; further: potency means the concentration at half of the fitted maximal effect; on the % scale 0 is the no-effect control and ±100 the full control effect; nearly all actives have a fitted effect of over 55% in size
#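 Purified human 15hLO-1 (40 nM final) in 25 mM Hepes pH 7.5, 0.01% Triton X-100 was preincubated with compound 15 min at room temperature, then reacted 6 min with 50 uM arachidonic acid; hydroperoxide detected by Fe-XO, 573/405 nm absorbance ratio.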
# ERK AVP inh – blocks ERK signaling stimulated by vasopressin; HEK293-V1b, vasopressin-stimulated pERK AlphaScreen; Potency, µM (highest dose often 57.5 µM), for the others: at the top dose activity, negative = inhibition, most hits filed as inhibitors; 72,000 compounds, 0.99% hits; AID 995; further: potency means the concentration at half of the fitted maximal effect; on the % scale 0 is the no-effect control and ±100 the full control effect; nearly all actives have a fitted effect of over 55% in size
#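 HEK293 cells stably expressing V1b receptor, preincubated 30 min at 37 °C with compound, then stimulated 5 min with 25 nM vasopressin. Phospho-ERK by AlphaScreen SureFire after 5 h RT; normalized to DMSO and vasopressin; AC50 by Hill fit.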
# HADH2 inhib – blocks human hydroxyacyl-CoA dehydrogenase type II; 73,000 compounds, 3.4% hits; Q99714; Potency, µM (highest dose often 57.1 µM), for inactives: top-dose activity change, negative = inhibition, hits mostly inhibitors; AID 886; recombinant HADH2, NADH fluorescence, beta-hydroxybutyryl-CoA; further: potency means the concentration at half of the fitted maximal effect; on the % scale 0 is the no-effect control and ±100 the full control effect; nearly all actives have a fitted effect of over 60% in size; many of its hits are not listed in these tables
# Target sequence (Q99714 whole entry, looked up, one chain of several): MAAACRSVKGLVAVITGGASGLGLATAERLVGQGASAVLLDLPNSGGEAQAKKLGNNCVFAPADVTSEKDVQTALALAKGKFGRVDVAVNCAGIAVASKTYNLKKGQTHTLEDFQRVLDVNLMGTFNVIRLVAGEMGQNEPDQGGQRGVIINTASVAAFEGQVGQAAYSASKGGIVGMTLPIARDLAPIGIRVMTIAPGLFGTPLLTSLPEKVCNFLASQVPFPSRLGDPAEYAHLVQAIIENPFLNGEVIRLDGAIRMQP
#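 Activity measured as NADH fluorescence gain (360/450 nm), taken as the change between first and last reads of a 4-min kinetic run. Conditions: pH 9.0 Tris buffer, 20 nM E. coli-expressed His-tagged enzyme, 1 mM NAD+, 90 uM beta-hydroxybutyryl-CoA; 15-min compound preincubation.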
# CRE Fsk mod – modulators of forskolin-stimulated CRE signaling in CHO cells | CHO CRE-bla reporter (cAMP response element driving beta-lactamase), forskolin EC10, beta-lactamase ratio | Potency, µM (highest dose often 38.2 µM), without a hit: at the top dose activity change, negative = inhibition, hits mostly activators | 71,000 compounds, 2.5% hits | AID 662; active means well fitted activation curve with a large enough effect in the signal ratio, with a control signal flat, not every such curve was filed as active; inconclusive means small, poorly fitted or top-dose-only effect, or effect the other way, or a change in a side signal; the % refers to the signal ratio; further: potency means the concentration at half of the fitted maximal effect; % of control where 0% means no effect
#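 CRE-bla CHO cells stimulated with EC10 NKH 477 (water-soluble forskolin) and compound titrations, 3 h at 37C; beta-lactamase read with CCF4 after 2 h at room temperature. Activity from 460/530 nm emission ratio, AC50 values for positive or negative modulation.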
# Luciferase inh – firefly luciferase inhibition. 72,000 compounds, 2.2% hits. purified firefly luciferase, luminescence, 8 min. Potency, µM (highest dose often 57.1 µM), without a hit: top-dose activity change, negative = inhibition, usual class: inhibitors. P08659; further: potency means the concentration at half of the fitted maximal effect; on the % scale 0 is the no-effect control and ±100 the full control effect; nearly all actives have a fitted effect of over 40% in size
#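 Titration-based qHTS; buffer 50 mM imidazole pH 7.2, 50 mM KCl, 7 mM MgCl2, 10 uM ATP, 0.01% Tween 20, 0.05% BSA; luciferase/luciferin detector mix added after compound; 8 min, ambient; luminescence.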
# UbGFP stabilizer – inhibits proteasome, raising ubiquitin-GFP reporter fluorescence; 67,000 tested, under 10 active; Potency, µM (series often up to 45.9 µM), inactives show at the highest dose activation (GFP accumulation), actives largely listed as activators; Ubiquitin-GFP reporter cells, proteasome inhibition, GFP fluorescence; response scale: untreated = 0%, 10 µM MG-132 = 100%; AID 526; active means well fitted activation curve with a large enough effect, not every such curve was filed as active; inconclusive means small, poorly fitted or top-dose-only effect, or another doubt; inactive means no such curve, though single readings can be large or run the other way; further: potency means the concentration at half of the fitted maximal effect
#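 Proteasome blockade was scored as a rise in GFP-expressing U2OS cells carrying a ubiquitin(G76V)-GFP construct, imaged after 4 hr compound treatment at 37 °C across a 46 uM–2.9 nM series.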
# Epigenetic mod – epigenetic GFP locus derepression in mouse cells; mouse C127i GFP locus derepression, cytometry, 30 h; Potency, µM (titrated, usually from 46.1 µM), inactives show at the highest dose GFP derepression (activation); 68,000 compounds, 0.09% hits; AID 597; further: % of control where 0% means no effect
#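 Locus derepression in mouse mammary C127i cells whose integrated CMV-GFP reporter is normally silent; GFP expression after 30 h compound treatment was quantified by counting fluorescent cells.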
# HBB splice mod – alters splicing of the hemoglobin beta chain. Potency, µM (highest dose often 46.1 µM), for the others: at the top dose activation, usual class: activators. AID 925. 65,000 compounds, 0.06% hits. HBB splicing reporter cell assay, activation; EGFP reporter with mutant IVS2-654 intron; response scale: normalised to 500 nM splice-correcting PNA; further: potency means the concentration at half of the fitted maximal effect; 0% is about no effect
#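 Compounds were applied for 2 days to HeLa EGFP-654 cells, 500/well in Optimem with 2% FCS. The reporter's EGFP is disrupted by mis-splicing of beta-globin intron IVS2-654. Readout: summed well GFP fluorescence from 488 nm laser scanning; reference was 500 nM antisense […] 654 PNA.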
# Hsp90 Hop PPI – changes Hsp90-Hop TPR2A binding signal, up or down | AlphaScreen TPR2A-His6 binding biotin-Hsp90 C-terminal peptide | Potency, µM (titrated, usually from 57 µM), without a hit: top-dose activity change, negative = inhibition | AID 595 | 71,000 compounds, 0.44% hits; active means well fitted curve in either direction with a large enough effect; inconclusive means small, poorly fitted or top-dose-only effect, or another doubt; further: potency means the concentration at half of the fitted maximal effect; on the % scale 0 is the no-effect control and ±100 the full control effect; many of its hits are not listed in these tables
# Tau filament bind – tau filament binding | P10636 | recombinant tau filaments, thioflavin S fluorescence, 15 h; filaments grown with octadecylsulfate alongside compound | Potency, µM (doses to about 57.1 µM), for inactives: at the top dose activity change, negative = inhibition | 71,000 compounds, 2% hits | AID 596;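 further: potency means the concentration at half of the fitted maximal effect; on the % scale 0 is the no-effect control and ±100 the full control effect; actives lower thioflavin S fluorescence by blocking filaments or displacing dye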
# Target sequence (P10636 whole entry, looked up): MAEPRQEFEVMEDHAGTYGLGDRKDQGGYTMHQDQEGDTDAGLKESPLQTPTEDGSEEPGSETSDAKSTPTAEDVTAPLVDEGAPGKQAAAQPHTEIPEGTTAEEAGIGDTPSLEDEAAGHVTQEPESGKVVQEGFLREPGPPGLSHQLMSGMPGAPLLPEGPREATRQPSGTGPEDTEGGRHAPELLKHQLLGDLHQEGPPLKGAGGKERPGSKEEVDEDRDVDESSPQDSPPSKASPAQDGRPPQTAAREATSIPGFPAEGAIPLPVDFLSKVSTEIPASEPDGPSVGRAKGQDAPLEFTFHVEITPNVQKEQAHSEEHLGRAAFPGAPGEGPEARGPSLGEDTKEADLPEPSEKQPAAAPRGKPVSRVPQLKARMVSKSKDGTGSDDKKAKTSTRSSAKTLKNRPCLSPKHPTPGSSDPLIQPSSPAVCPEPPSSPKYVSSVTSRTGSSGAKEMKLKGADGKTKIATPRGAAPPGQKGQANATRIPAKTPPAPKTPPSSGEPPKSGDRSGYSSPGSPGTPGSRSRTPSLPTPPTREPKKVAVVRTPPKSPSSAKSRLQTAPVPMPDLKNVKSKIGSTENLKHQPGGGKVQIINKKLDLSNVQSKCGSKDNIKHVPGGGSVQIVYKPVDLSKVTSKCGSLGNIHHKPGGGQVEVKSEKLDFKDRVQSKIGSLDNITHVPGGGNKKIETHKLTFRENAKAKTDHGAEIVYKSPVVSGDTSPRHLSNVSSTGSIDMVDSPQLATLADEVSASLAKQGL
#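 Thioflavine S fluorescence (ex 450, em 510 nm) reports filaments formed from 1 uM human tau plus 30 uM ODS over 15 h at 37 C (10 mM HEPES pH 7.4, 100 mM NaCl, 5 mM DTT); compounds displacing dye or blocking filaments lower signal.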
# Starred values were filed as active, the others as inactive; ? = inconclusive; · = no result given; [ ] = remark or other dose. Unless noted, the call rests on the fitted dose curve; in most records, active means well fitted curve in the direction sought with a large enough effect; inconclusive means small, poorly fitted or top-dose-only effect, or another doubt; inactive means no such curve, though single readings can be large; an effect the other way counts as inactive or inconclusive. This is a subset; count on the stated rates, not on these rows.
SMILES,Pol III holo inh,15-hLO inh,ERK AVP inh,HADH2 inhib,CRE Fsk mod,Luciferase inh,UbGFP stabilizer,Epigenetic mod,HBB splice mod,Hsp90 Hop PPI,Tau filament bind
COc1ccc2oc(=O)c(C(=O)NCC3CCCO3)cc2c1 (centres undefined),-4%,0%,-9%,25µM*,6%,-2%,0%,4%,0.2%[57.5 µM],4%,1%
CCOC(=O)N1CCC(NC(=O)C2CCCN2C(=O)OCc2ccccc2)CC1 (centres undefined),1%,-12%,-9%,-28%,-5%,3%,11%,-4%,0.1%,-1%,-8%
O=C(CSc1nc2ccccc2[nH]1)N1CCN(c2ccccc2)CC1,-3%,5%,-15%,9%,-7%,-4%,9%,5%,-1.5%,-2%,1%
CCOC(=O)N1CCN(S(=O)(=O)c2c(C)[nH]c(=O)[nH]c2=O)CC1,0%,11%,-12%,-7%,0%,0%,0%,-2%,-0.9%,-2%,12%
Cc1ccc(S(=O)(=O)N2CCCN(S(=O)(=O)c3ccc(C)cc3)CC2)cc1,-4%,-7%,0%,7%,?,-1%,10%,0%,-1.1%,7%,7%
CCn1c(=O)cc(OCC(=O)Nc2ccccc2C#N)c2ccccc21,1%,-5%,?,2%,?,-2%,3%,2%,0.6%,-1%,31%
CCOC(=O)N1CCC(Nc2c(-c3ccc(C)cc3)c(=O)c2=O)CC1,-2%,-15%,-9%,-7%,-5%,1%,3%,2%,2.3%[0.369 µM],-1%,-11%
O=C(NCc1ccco1)c1ccc(COCC(F)(F)F)cc1,0%,3%,-5%,4%,-1%,1%,-2%,-2%,1.0%,-1%,-5%
CC(O)CNc1nc2c(c(=O)n(C)c(=O)n2C)n1Cc1cccc(Br)c1 (centres undefined),0%,0%,?,10%,?,-7%,1%,0%,-2.0%,0%,4%
COc1cc(C2C(C#N)=C(C)NC3=C2C(=O)c2ccccc23)cc(OC)c1OC (centres undefined),4%,-23%,4%,10%,?,0%,3%,6%,4.1%[0.369 µM],-15%,?
CCCCC(CC)CNC(=O)c1ccc2c(c1)OCO2 (centres undefined),-8%[11.4 µM],-1%[11.4 µM],0%,1%[11.4 µM],-4%[7.6 µM],0%,5%[9.17 µM],-2%,-2.2%[0.0738 µM],-2%[11 µM],-2%[11.4 µM]
COC(=O)[C@@]1(Cc2ccc(F)cc2)[C@H]2c3cc(C(=O)N(C)C)n(Cc4ccc(C)c(F)c4F)c3C[C@H]2CN1C(=O)c1ccccc1,2%,·,-2%,13%,0%,·,·,·,-0.2%,-10%,7%
Cn1nc(C(=O)NCc2ccccn2)c2ccccc2c1=O,-1%,0%,?,1%,16%,-4%,0%,2%,0.0%[57.5 µM],3%,-2%
COc1ccccc1N(CN1CCCC1=O)C(=O)c1c(F)cccc1F,2%,2%,-9%,8%,-5%,4%,0%,0%,-1.1%[57.5 µM],-3%,-7%
CS(=O)(=O)N(CC(=O)NCCSc1ccc(Cl)cc1)c1ccc2c(c1)OCO2,0%,-4%,5%,-9%,-2%,1%,9%,2%,-0.6%,0%,4%
CC(=O)/C=C(/C)NC(Cc1c[nH]c2ccccc12)C(=O)O (centres undefined),-3%,?,-24%,-3%,-12%,-1%,-1%,0%,-0.5%[57.5 µM],-2%,-15%
COc1ccc(-c2nnn(CC(=O)c3ccccc3)n2)cc1OC,-4%,-3%,-22%,0%,21%,-2%,0%,0%,-2.9%,3%,3%
CSc1ccccc1C(=O)Nc1cccc(C(C)O)c1 (centres undefined),-3%,-2%,-7%,-2%,?,0%,0%,-3%,0.7%,-1%,-1%
COc1ccc(OC)c(NC(=O)CCN2CCC(C)CC2)c1,-1%,10%,-14%,1%,-7%,0%,6%,1%,-0.2%[57.5 µM],-5%,-24%
CC1=C(C(=O)OC(C)C)C(c2cccnc2)C2=C(CCCC2=O)N1 (centres undefined),7%,-3%,-20%,25µM*,?,-8%,4%,-2%,-0.2%[9.22 µM],0%,-1%
COc1ccc(-n2c(=O)c(-c3cccs3)nc3cnc(Oc4ccccc4)nc32)cc1,1%,-21%,-7%,-2%,?,0%[11.4 µM],-7%,3%[9.22 µM],9.2%,-7%,47%
COc1ccc(CC(=O)OCc2nnc(C3COc4ccccc4O3)o2)cc1OC (centres undefined),6%,-4%,-19%,19%,-12%,4%,0%,1%,-2.1%,-2%,2%
Cc1cccc(CNc2ncncc2-c2cccc(C#N)c2)c1,-2%,4%,-24%,0%,15%,1%[2.29 µM],-4%,0%[9.22 µM],-0.1%,-7%,0%
CCCc1ccc(Oc2c(-c3ccc(O)c(C)c3O)n[nH]c2C)cc1,-4%,?,?,·,?,0%,-6%,4%,1.2%,-13%,?
COc1ccc(CNC(=O)C2CSCCS2)cc1 (centres undefined),-1%,-16%,8%,0%,?,-2%,2%,-2%,2.8%,-6%,6%
O=S(=O)(NCCC1=CCCCC1)c1cccc(S(=O)(=O)N2CCOCC2)c1,-1%,-18%,2%,7%,-2%,0%,5%,-3%,·,2%,-4%
N#CN=C1CCCCCN1CC(N)=O,0%,7%,6%,8%,3%,2%,-13%,-6%,0.4%,?,10%
Nc1nc(CN2CCN(Cc3ccc4c(c3)OCO4)CC2)nc(Nc2ccccc2)n1,6%,19%,-12%,11%,5%,2%,4%,2%,-2.1%[57.5 µM],-7%,0%
C=CCn1c(SCC(=O)N2CCN(C(=O)c3ccco3)CC2)nc2sc(CC)cc2c1=O,-11%,-5%,-1%,-1%,?,0%,1%,-4%,0.0%[57.5 µM],-12%,27%
CC(C)CNC(=O)c1cc(-c2ccco2)on1,-10%,-11%,15%,-10%,?,-21%,6%,0%,-3.4%,0%,-16%
Cc1cc(C)cc(NS(=O)(=O)c2ccc3[nH]c(=O)[nH]c3c2)c1,3%,1%,?,4%,-5%,0%,0%,4%,-0.1%,-5%,-11%
CCn1cc(C(=O)NCc2ccc3c(c2)OCO3)c(=O)c2cc(S(=O)(=O)N3CCOCC3)ccc21,7%,1%,-10%,-12%,?,-5%,0%,-3%,4.6%[1.84 µM],-2%,5%
Cn1cnc([N+](=O)[O-])c1Sc1ncnc2nc[nH]c12,1%,0%,2%,-21%,0%,-2%[25.5 µM],6%[20.5 µM],0%[20.6 µM],?,-2%,2%
C[N@@+]1(Cc2ccc(Cl)c(Cl)c2)CCC[C@@H]1c1ccc[n+](Cc2ccc(Cl)c(Cl)c2)c1,-5%[11.4 µM],9%[11.4 µM],16%[11.5 µM],7%[11.4 µM],-2%[7.6 µM],2%[11.4 µM],1%[9.17 µM],2%[9.22 µM],5.8%[9.22 µM],1%[11 µM],?
CCOc1cc(C2NC(=O)N(C)C(C)=C2C(=O)OC)cc(Br)c1O (centres undefined),-1%,-5%,-24%,-11%,19%,2%,-5%,0%,?,-2%,1%
CCN1C(=O)[C@H]2[C@H]3[C@H](O)[C@H](O)C/C(=N/OC/C=C(\C)CCC=C(C)C)[C@H]3CC[C@@H]2C1=O,·,-12%[11.4 µM],15%[11.5 µM],7%[11.4 µM],·,1%[11.4 µM],·,·,1.5%[9.22 µM],·,·
COc1ccc(-n2c(Cc3cccn3C)nnc2SCC(=O)Nc2nc(C)cs2)cc1,-5%,-28%,-3%,-5%,-2%,3%,-13%,·,-0.3%,-6%[2.3 µM],46%
COc1ccc(CC(=O)N2CC(=O)N(CCc3ccccc3)C(=O)C2)cc1,-1%,4%,-2%,4%,13%,-1%,-8%,-2%,0.4%,1%,-2%
CCOC(=O)c1[nH]c(C)c(C(=O)Nc2cc(OC)ccc2OC)c1C,1%,-1%,-15%,-42%,10µM*,-1%,4%,4%,-1.4%,-5%,4%

# From PubChem BioAssay
